# High-throughput results: PubChem, Sanford-Burnham Center for Chemical Genomics
# EBI2 block: blocks human EBI2 receptor beta-arrestin signaling; hit rate 0.81% among 360,000; P32249; inhibition, % at 5 µM; EBI2 beta-arrestin recruitment, luminescence, 7a,25-OHC stimulated; in the data active = inhibition above about 38%;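 also: enzyme fragment complementation signal reports receptor beta-arrestin coupling in cells; 0% = agonist plus DMSO wells and 100% = wells without agonist; some results beyond the cut were filed as inactive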
# Target sequence (P32249 whole entry, looked up, the tested form may be a part): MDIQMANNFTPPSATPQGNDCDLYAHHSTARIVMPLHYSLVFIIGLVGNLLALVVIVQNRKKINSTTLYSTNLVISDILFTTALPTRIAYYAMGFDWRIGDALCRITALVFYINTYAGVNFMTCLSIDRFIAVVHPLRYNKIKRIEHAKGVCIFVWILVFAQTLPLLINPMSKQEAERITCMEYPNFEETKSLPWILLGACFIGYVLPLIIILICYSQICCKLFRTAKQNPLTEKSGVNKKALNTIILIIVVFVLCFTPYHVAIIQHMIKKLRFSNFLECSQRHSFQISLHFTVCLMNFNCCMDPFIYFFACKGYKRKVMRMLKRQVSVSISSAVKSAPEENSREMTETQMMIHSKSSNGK
# CXCR6 inh: inhibitors of human CXCR6 receptor | O00574 | CHO-K1 PathHunter CXCR6 beta-arrestin, luminescence | inhibition, % at 20 µM | hit rate 0.36% among 360,000; in the data active = inhibition above about 34%, passing the limit was not always enough;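 also: antagonist mode with CXCL16 agonist at 10 nM final; 0% = 10 nM CXCL16 with DMSO and 100% = unstimulated wells without agonist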
# Target sequence (O00574 whole entry, looked up): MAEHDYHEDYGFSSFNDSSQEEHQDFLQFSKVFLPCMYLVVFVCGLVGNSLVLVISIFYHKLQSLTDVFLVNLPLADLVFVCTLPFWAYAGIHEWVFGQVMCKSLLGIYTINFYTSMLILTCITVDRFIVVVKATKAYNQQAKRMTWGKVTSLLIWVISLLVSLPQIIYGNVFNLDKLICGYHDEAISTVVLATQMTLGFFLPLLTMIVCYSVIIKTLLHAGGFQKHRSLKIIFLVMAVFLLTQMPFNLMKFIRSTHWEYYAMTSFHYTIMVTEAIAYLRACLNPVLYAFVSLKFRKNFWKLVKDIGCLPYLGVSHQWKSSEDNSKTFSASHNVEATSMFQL
# * marks the source's active call; other numbers are inactive results. A portion of the library. The share of hits here may be higher or lower than overall.
# Below each SMILES – CXCR6 inh, EBI2 block
> CSCCC(C(=O)Nc1c(C)cccc1C)N(Cc1ccccc1)Cc1ccccc1 (stereo not given)
    4.0, 3.8
> CC(=O)Nc1ccc(C(=O)NNC(=O)c2csc(N3CCOCC3)n2)cc1
    -8.3, -2.0
> CC(=O)OC[C@@H]1CN(Cc2cccc(C(F)(F)F)c2)C[C@H](n2cnc3c(N4CCOCC4)ncnc32)O1
    3.0, 5.0
> NC(Cc1ccc(C(F)(F)F)cc1)c1csc(Nc2nncc3ccccc23)n1 (stereo not given)
    -4.5, -9.4
> Clc1cccc(Cc2c(-c3cccc(Cl)c3)nc3ccc(Br)cn23)c1
    2.7, 3.5
> Cc1ccc(-c2nc3ccc(C)cn3c2Cc2cccc(F)c2)cc1
    27.5, 43.0*
> CC(C)C1Cc2[nH][nH]c(=O)c2C(C2CC2)O1 (stereo not given)
    -4.8, -11.2
> CC(=O)Nc1ccc(-c2ccnc3c2CC(C(=O)Nc2ccc(C(C)C)cc2)O3)cc1 (stereo not given)
    4.6, -2.2
> Cc1ccc(Cn2cc(CN3CC(N4CCN(C5CCN(C)CC5)CC4)CS3(=O)=O)nn2)cc1 (stereo not given)
    -2.7, -10.9
> COc1ccc(/C=C/C(=O)OCC(=O)N2c3ccccc3CC2C)cc1 (stereo not given)
    5.3, 5.8
> CCNc1ccc(S(=O)(=O)N2CCOCC2)cc1NCC(=O)Nc1cccc(Br)c1
    -10.8, -2.8
> COc1cccc(-c2cnc(C(O)c3c(C)cccc3C)[nH]2)c1 (stereo not given)
    1.7, -0.2
> Cc1ccc(/C=C/C(=O)OCC(=O)N(C)c2c(N)n(Cc3ccccc3)c(=O)[nH]c2=O)o1
    -2.8, 4.5
> Cc1ccc(OCC(=O)N2CCc3ccccc3C2)cc1C
    6.3, 26.7
> CC1(C(=O)NS(=O)(=O)c2ccc(F)cc2F)CCN1C(=O)c1ccccc1CCc1ccccc1 (stereo not given)
    -7.6, 6.8
> COC(=O)c1c(-c2ccccc2)oc2c1C(OCCO)CCC2 (stereo not given)
    3.5, -6.3
> Cc1ccc(C(=O)NCC(=O)OCCCn2c(=O)[nH]c3ccccc32)cc1C
    -4.7, 1.4
> Cc1onc(-c2c(F)cccc2Cl)c1C(=O)Nc1cc2cc([N+](=O)[O-])ccc2oc1=O
    18.5, 5.1
> CCNC(=O)C1CCCN(C(=O)C(c2ccccc2)c2ccccc2)CC1 (stereo not given)
    1.5, -1.6
> Cc1cn([C@H]2C[C@H](O)[C@@H](CCC(=O)NCc3ccc4c(c3)OCO4)O2)c(=O)[nH]c1=O
    -1.5, 3.5
> COCCCNc1c2c(nc3ccccc13)CCC2
    -6.7, -3.3
> COc1cc(C=NC2CCCCC2)ccc1O
    1.6, -7.2
> CC1(C)CC(=O)C=C(c2ccc(COC(=O)/C=C/c3ccccc3)cc2)C1=O
    2.3, 38.9
> COc1ccc(-c2csc(C(C)(O)c3ccccc3)n2)cc1OC (stereo not given)
    -7.4, 6.3
> CCNC(=O)C1(C)CCCN1C(=O)c1cnc2ccccc2n1 (stereo not given)
    -5.3, -7.7
> COCCNC(=O)C1(C)CCCN(C(=O)c2ccc3ccccc3c2)C1 (stereo not given)
    1.5, 7.1
> Cc1ccc(NC(=O)[C@@H]2O[C@H](CO)[C@H](O)[C@H](O)[C@H]2O)cc1C(F)(F)F
    0.9, 1.8
> CC1(C(=O)NS(=O)(=O)C2CC2)CCCN(C(=O)c2ccccc2C(F)(F)F)C1 (stereo not given)
    1.7, -5.1
> N#Cc1ccc(S(=O)(=O)N2CCCCC2c2cc(C(=O)Nc3cccc4c3CCCC4)no2)cc1 (stereo not given)
    6.5, 12.9
> COC(=O)c1ccc(C(=O)N2CCCC(C)(C(=O)NS(=O)(=O)C3CC3)C2)cc1 (stereo not given)
    4.6, 3.7
> CC(NC(=O)C1CCN(Cc2ccccc2)CC1)c1cccc2ccccc12 (stereo not given)
    1.8, 4.1
> OCCCNc1ncnc2c1ncn2[C@H]1CN(C2CCCC2)C[C@@H](CO)O1
    5.2, -6.2
> CCCNC(=O)C1(C)CCCN(C(=O)COc2ccc(Cl)cc2Cl)C1 (stereo not given)
    2.3, 3.6
> CC1(C(=O)NCc2cccs2)Cc2c(-c3ccccc3)ccnc2O1 (stereo not given)
    0.3, 9.3
> C=CCSc1nnc(NC(=O)CCNC(=O)c2ccccc2Cl)s1
    -1.3, -10.9
> CCc1cc(-c2cnnn2CCc2c[nH]c3ccccc23)ccc1-c1cn(CC(C)C)nn1
    5.1, 20.8
> CSCCC(c1nnnn1-c1c(C)cccc1C)N1CCN(C/C=C/c2ccccc2)CC1 (stereo not given)
    11.2, 52.7*
> Cc1ccc(/C(N)=N/OC(=O)COc2cccc3ccccc23)cc1
    -8.3, 2.4
> Cc1cc(C)nc(Nc2nc(C(N)Cc3ccc(F)cc3)cs2)n1 (stereo not given)
    -0.1, 7.7
> CC(C)(C)c1ccc(C(=O)N2CCOC23CCCCC3)cc1
    -2.5, -1.5
> CCOc1ccc(S(=O)(=O)N2CCCCC2)cc1NC(=O)Cc1ccc(OC)cc1
    5.8, -2.1
> CC(C)c1ccc(CC(=O)N2CCC2(C)C(=O)NCc2cccc3ccccc23)cc1 (stereo not given)
    7.0, 2.6
> O=C(Nc1ccc(F)c(Cl)c1)c1ccc2nc([C@@H]3O[C@H](CO)[C@H](O)[C@H](O)[C@H]3O)[nH]c2c1
    -5.1, -5.6
> COCC(=O)Oc1cc(-c2ccc(C)cc2C)c(OC(=O)COC)c(-c2ccc(C)cc2C)c1
    5.8, 17.3
> CC1(C(=O)NS(=O)(=O)c2ccccc2Cl)CCN1C(=O)C1CC1 (stereo not given)
    -8.5, -1.5
> Cc1ccc(C(O)c2ncc(-c3ccccc3C(F)(F)F)[nH]2)cc1F (stereo not given)
    -2.2, 2.5
> CCNC(=O)C1(C)CCN(C(=O)c2ccc3snnc3c2)C1 (stereo not given)
    -2.4, -3.5
> CCNC(=O)C1(C)CCCN(C(=O)c2ccc3c(c2)C(C)(C)CCC3(C)C)C1 (stereo not given)
    0.2, -0.3
> CN(C)C(=O)c1cccc(-c2cnc3c(NC=O)cc(-c4ccccc4Cl)cn23)c1
    -1.0, 61.8*
> CC1(C(=O)NS(=O)(=O)c2ccc(F)cc2F)CCN1C(=O)C1(c2ccc(Cl)cc2)CC1 (stereo not given)
    2.3, -1.1
> COc1ccc(Cl)cc1-c1cc(C(=O)NCc2ccccc2)[nH]n1
    0.1, 1.7
> CC1(C(=O)Nc2ccc3c(c2)OCCO3)CCN1Cc1ccc2ccccc2c1 (stereo not given)
    0.7, 10.8
> CCC(c1nnnn1-c1ccc2c(c1)OCCO2)N1CCN(C(=O)c2ccco2)CC1 (stereo not given)
    -1.4, -9.3
> COc1cccc(C(NC(C)=O)c2nc(-c3ccccc3OC)cs2)c1 (stereo not given)
    9.5, -2.7
> CC(C)NC(=O)c1ccc(CONC(=O)OCc2ccccc2)cc1
    -0.3, -12.6
> Fc1cccc(Cc2c(-c3cccc(Br)c3)nc3ccc(Cl)cn23)c1
    0.5, -3.3
> COc1ccc(-c2csc(C(O)c3cccnc3)n2)cn1 (stereo not given)
    1.5, -2.1
> CSc1ncccc1C(=O)N1CCC1(C)C(=O)NC(C)C (stereo not given)
    -1.5, -10.9
> Cc1ccc(F)c(S(=O)(=O)NC(=O)C2(C)CCN2C(=O)Cc2ccccc2)c1 (stereo not given)
    -13.2, 7.4
> COc1ccncc1-c1ccccc1C1=CC(=O)CC(C)(C)C1=O
    -1.9, -1.4

# More results
# Below each SMILES – CXCR6 inh, EBI2 block
> COc1cccc(CC(=O)Nc2ccc3c(c2)c(=O)n(C)n3-c2ccc(C(C)(C)C)cc2)c1
    1.2, 2.4
> FC(F)(F)c1cc(Cl)c2nc(-c3cccc(Cl)c3)c(Cc3cccc(Cl)c3)n2c1
    1.6, 3.4
> CC1(C(=O)Nc2cccc3cccnc23)CCN1Cc1cccc2c1OCO2 (stereo not given)
    6.7, 11.4
> c1ccc(N=NN2CCOCC2)cc1
    4.2, 0.0
> CCC(CC)C(=O)N(C)c1c(C)nc2c(OCc3ccc(F)c(F)c3)cccn12
    0.0, 9.6
> S=C1SCCCN1Cc1ccc(Cl)cc1
    9.4, 0.1
> C[C@H]1CN([C@@H](C)CO)C(=O)CCCn2cc(nn2)CO[C@@H]1CN(C)C(=O)CCC(F)(F)F
    0.1, -4.8
> O=S1(=O)C[C@@H](N2CCN(c3ccccc3)CC2)[C@H](COCc2ccccc2)N1
    -4.6, 1.3
> C=CCN1CCN(c2ccncc2S(=O)(=O)N2CCN(C)CC2)CC1
    3.1, -0.6
> CC(=O)Nc1ccc(OCCCN2CCC(C(O)(c3ccccc3)c3ccccc3)CC2)cc1
    3.0, -11.0
> COc1ccc(Cc2c(-c3ccco3)nc3ccc(Br)cn23)c(C)c1
    4.2, 1.8
> CC1(C)CC(=O)C=C(c2ccc(COC(=O)Cc3ccccc3)cc2)C1=O
    -12.2, -1.6
> O=C(c1cccc(-c2cccc3nccn23)c1)N1CCOCC1
    1.4, -8.8
> COc1ccc([N+](=O)[O-])cc1NCc1c(F)cccc1F
    9.9, 9.9
> O=C1[C@H]2[C@@H](c3ccccc3)N[C@]3(CCCN(Cc4ccc(F)cc4)C3=O)[C@H]2C(=O)N1Cc1ccccc1
    5.9, -5.8
> CC1CCCC(NC(=O)c2cc(S(=O)(=O)N3CCCCC3)c[nH]2)C1C (stereo not given)
    7.1, -7.2
> CC(C)C1C(=O)N(Cc2cn(CCC3OCCCO3)nn2)CCS(=O)(=O)N1Cc1ccc(-c2ccc(F)nc2)cc1 (stereo not given)
    5.0, -4.2
> Cc1ccc([C@H]2N[C@]3(CCCN(Cc4ccc(Cl)cc4)C3=O)[C@H]3C(=O)N(Cc4ccccc4)C(=O)[C@@H]23)cc1
    6.3, 15.1
> CC1(C(=O)NS(=O)(=O)c2cccc(F)c2)CCN1C(=O)c1cccc2ccccc12 (stereo not given)
    -3.9, -2.1
> O=C(NC(=S)N1CC=CCC1)c1ccccc1
    4.9, -12.2
> C[C@H]1CN([C@@H](C)CO)C(=O)CCCn2nncc2CO[C@H]1CN(C)C(=O)C1CC1
    -1.3, -5.9
> CN(CC(=O)C(C(N)=O)c1ccccc1)c1ccccc1 (stereo not given)
    -3.5, -2.1
> COc1ccc(C(=O)N/N=C/c2ccccn2)cc1
    3.7, -3.6
> COc1ccccc1-c1cnc(C(O)c2ccc(CN3CCCCC3)cc2)[nH]1 (stereo not given)
    -0.9, -2.2
> CCc1cc2c(SCC(=O)N3CCN(C(=O)c4cccs4)CC3)ncnc2s1
    4.6, -1.7
> COC(=O)CC1(C(=O)OC)Nc2cc(Cl)c(Cl)cc2S(=O)(=O)N1O (stereo not given)
    -2.4, -9.5
> CC(=O)NC(c1ccccc1)c1nc(-c2ccc(Cl)cc2)cs1 (stereo not given)
    -1.9, 3.3
> Cc1ccc(Cc2c(-c3cccc(Cl)c3)nc3cc(C)c(Br)c(C)n23)cc1
    -1.6, -2.0
> COc1cccc(CNc2nc3cc(-c4ccccc4C)sc3c(=O)n2C)c1OC
    8.5, 30.5
> O=[N+]([O-])c1cccc(CON=Cc2cc(Cl)ccc2O)c1
    -10.7, 2.7

# A second format for 2 compounds above:
Cc1ccc(F)c(S(=O)(=O)NC(=O)C2(C)CCN2C(=O)Cc2ccccc2)c1 (stereo not given)
  CXCR6 inh = -13.2	EBI2 block = 7.4

COc1ccncc1-c1ccccc1C1=CC(=O)CC(C)(C)C1=O
  CXCR6 inh = -1.9	EBI2 block = -1.4

# (listing goes on)
# Below each SMILES – CXCR6 inh, EBI2 block
> COc1cccc(-c2cnc3c(NC(C)=O)cc(-c4ccc(OC)c(OC)c4)cn23)c1
    13.2, 8.6
> Cc1ccc(C)c(S(=O)(=O)Nc2ccc(C(=O)NCCCN(C)C)cc2)c1
    -2.6, -20.8
> CC1C(=O)N(Cc2cn(Cc3ccco3)nn2)CCS(=O)(=O)N1Cc1ccc(-c2ccc(Cl)cc2)cc1 (stereo not given)
    4.8, 10.7
> CCOc1ccc(N(CC(=O)Nc2c(C)cc(C)cc2C)C2=NC3CS(=O)(=O)CC3S2)cc1 (stereo not given)
    2.6, 21.6
> CCN(CC(=O)Nc1ccc(NC(C)=O)cc1)C(=O)c1ccc(Sc2nncn2C)c([N+](=O)[O-])c1
    0.9, -8.7
> C[C@@H]1CN([C@H](C)CO)C(=O)c2cc(Br)cnc2O[C@@H]1CN(C)C(=O)C1CCOCC1
    1.9, 0.3
> CCOC1=C2[C@@H](CN(S(=O)(=O)c3ccc(C)cc3)[C@H]2c2ccccc2Cl)[C@H]2C(=O)N(Cc3ccccc3)C(=O)[C@H]2C1
    2.9, 4.3
> O=C1OC(c2ccccc2)(N(Nc2ccccc2)c2ccccc2)c2ccccc21 (stereo not given)
    13.5, 5.6
> CCOC(=O)c1csc(CCNC(=O)c2ccccc2)n1
    4.9, -4.6
> COc1cc(C=C2NC(=O)NC2=O)ccc1O
    3.5, -2.8
> COCCNC(=O)C1CCCN(C(=O)c2ccc(SC(F)(F)F)cc2)CC1 (stereo not given)
    1.0, -0.9
> O=C(Nc1cccc2ccccc12)c1[nH]c(-c2ccccc2)c2c1C(=O)N(C1CC1)C2=O
    1.5, 4.6
> c1ccc(COc2ncnc3c2ncn3CCCNCC(c2ccccc2)c2ccccc2)cc1
    7.9, 7.0
> Cn1c2nc3ccccc3c-2nc2ccccc21
    8.8, -5.7
> COc1cc2oc(=O)cc(CN3CCN(c4ccc(Cl)c(Cl)c4)CC3)c2cc1Cl
    6.2, 18.5
> COC(=O)C(Sc1ccc(Cl)cc1)C1SC(=S)N(Cc2ccccc2)C1=O (stereo not given)
    -5.2, -4.2
> COc1cccc(C(O)c2nc(-c3ccc(F)c(Cl)c3)cs2)c1 (stereo not given)
    -1.7, 5.7
> O=C(CCC(C(=O)c1ccccc1)c1ccccc1)c1ccccc1 (stereo not given)
    -2.1, 17.5
> Cc1ccc(S(=O)(=O)NCC(=O)NCC(=O)NCCc2ccc(Cl)cc2)cc1C
    -11.9, -2.5
